Screens as filed in PubChem.
APOBEC3G inh: APOBEC3G DNA deaminase inhibitors, primary screen, biochemical, fluorescence, single-stranded DNA substrate, uHTS; DNA dC->dU-editing enzyme APOBEC-3G (Homo sapiens), Q9HC16; recombinant A3G, ssDNA deamination FAM/TAMRA fluorescence; inhibition, % at 20 µM; 330,000 compounds, 0.28% hits; AID 493012, 2011;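 active means inhibition of at least 40% at 20 µM, with no more than 30% in the related APOBEC3A deaminase screen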;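 further: plate controls were DMSO wells with A3G for no effect and wells lacking A3G enzyme for full effect; some compounds called inactive have numbers as strong as hits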
Target sequence (Q9HC16 whole entry, looked up): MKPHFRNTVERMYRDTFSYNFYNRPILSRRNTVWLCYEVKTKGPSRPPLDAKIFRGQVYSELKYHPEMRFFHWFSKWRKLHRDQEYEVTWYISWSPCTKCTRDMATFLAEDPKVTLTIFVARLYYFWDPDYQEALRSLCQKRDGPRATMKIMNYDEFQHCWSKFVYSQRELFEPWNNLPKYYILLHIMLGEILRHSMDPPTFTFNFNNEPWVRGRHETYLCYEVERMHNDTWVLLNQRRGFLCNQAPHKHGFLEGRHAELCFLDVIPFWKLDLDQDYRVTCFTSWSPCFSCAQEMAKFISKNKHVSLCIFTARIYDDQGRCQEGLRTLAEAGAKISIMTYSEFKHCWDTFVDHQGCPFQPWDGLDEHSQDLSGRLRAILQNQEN
hIAP inh: human IAP inhibitors, primary screen, biochemical, luminescence, uHTS. Intestinal-type alkaline phosphatase (Homo sapiens), P09923. purified IAP, CDP-Star luminescence, 30 min. inhibition, % at 10 µM. 330,000 compounds, 0.12% hits;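 active means inhibition reaching a set limit with compound at 10 µM in the primary screen, cut at about 35% in these data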;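 further: plate controls were DMSO wells with enzyme for no effect and no-enzyme buffer wells for full effect; values of inactives mirror those of a sister screen read the other way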
Target sequence (P09923 whole entry, looked up): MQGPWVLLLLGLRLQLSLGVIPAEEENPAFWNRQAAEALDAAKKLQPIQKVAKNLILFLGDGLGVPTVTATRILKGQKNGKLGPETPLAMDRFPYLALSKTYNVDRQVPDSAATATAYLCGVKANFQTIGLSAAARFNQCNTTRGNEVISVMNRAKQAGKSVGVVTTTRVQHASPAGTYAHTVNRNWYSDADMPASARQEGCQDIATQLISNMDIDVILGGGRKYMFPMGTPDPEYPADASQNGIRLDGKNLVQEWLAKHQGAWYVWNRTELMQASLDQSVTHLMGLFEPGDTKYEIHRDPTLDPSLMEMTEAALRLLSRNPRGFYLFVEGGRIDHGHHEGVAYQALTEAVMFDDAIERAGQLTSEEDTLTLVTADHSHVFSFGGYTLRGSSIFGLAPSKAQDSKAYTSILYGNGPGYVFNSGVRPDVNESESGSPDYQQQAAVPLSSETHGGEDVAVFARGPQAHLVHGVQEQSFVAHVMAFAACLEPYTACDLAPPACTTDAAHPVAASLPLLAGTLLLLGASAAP
mIAP inh: inhibitors of mouse IAP, primary screen, biochemical, luminescence, uHTS | inhibition, % at 10 µM | 330,000 compounds, 0.2% hits | purified mouse IAP, CDP-Star luminescence, 30 min | intestinal alkaline phosphatase [Mus musculus];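 active means inhibition of at least 40% at 10 µM in the primary screen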;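 further: plate controls were DMSO with enzyme for no effect and no enzyme wells for full effect; values of inactives mirror those of a sister screen read the other way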
SENP1 FRET inh: human SENP1 catalytic domain inhibitors, primary screen, biochemical, FRET, uHTS; inhibition, % at 10 µM; recombinant SENP1 catalytic domain, CyPet-SUMO1-YPet FRET cleavage; 360,000 compounds, 0.21% hits;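 active means inhibition at least 30% at 10 µM, raw YFP signal under a set limit, fluorescence ratio 0.5 to 1.5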;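 further: 0% = enzyme with DMSO and 100% = no enzyme wells; some results filed as inactive read as strong as hits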
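Test system: human SENP1 catalytic domain; medium: Tris pH 8 buffer plus EDTA, NaCl, BME, BSA, NP40, catalase; incubation: 50 min reaction at room temperature; technique: FRET, CFP and YFP emission; controls: no-enzyme low control and enzyme-plus-DMSO high control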
mIAP activ: activators of mouse IAP, primary screen, biochemical, luminescence, uHTS. activation factor at 10 µM. 330,000 compounds, 0.24% hits. muIAP, CDP-Star luminescence, 30 min; stronger effect = higher value; 1 = vehicle-only enzyme signal, 0 = enzyme-free wells. AID 2805, 2010;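 active means activation factor of at least 2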; further: the source names both 10 and 20 µM as test concentration; values of inactives mirror those of a sister screen read the other way
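System: mouse IAP enzyme. Reagent: CDP-Star chemiluminescent phosphatase substrate. Benchmarks: DMSO wells, no-enzyme wells. Times: 30 min enzyme-substrate-compound incubation at room temperature. Detection: luminescence from enzymatic CDP-Star hydrolysis. Doses: test compounds delivered from DMSO solution.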
APOBEC3A inh: APOBEC3A ssDNA deaminase inhibitors, primary screen, selectivity assay for APOBEC3G inhibitor project, biochemical, FAM/TAMRA oligo cleavage fluorescence; DNA dC->dU-editing enzyme APOBEC-3A (Homo sapiens), P31941; inhibition, % at 20 µM; recombinant A3A, FAM/TAMRA ssDNA deamination fluorescence; 330,000 compounds, 0.41% hits;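 active means at least 40% inhibition at 20 µM here, with at most 30% in a related deaminase screen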;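 further: plate controls were A3A with DMSO for no effect and wells lacking A3A enzyme for full effect; some results filed as inactive read as strong as hits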
MIN6 prolif: inducers of MIN6 beta-cell proliferation, primary screen, ATP luminescence, uHTS; MIN6 cells proliferation, ATPlite luminescence, 48 h; cells starved in 0.2% serum; 100% = growth in 10% serum; proliferation, % at 10 µM; 330,000 compounds, 0.29% hits; AID 2380, 2010;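 active means compounds whose signal lies at least 3.5 SD above the mean of all wells on their plate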;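 further: 0% = DMSO-treated cells in low-serum medium and 100% = 10% serum control; some compounds called inactive have numbers as strong as hits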
NALP3 yeast inh: NALP3 inflammasome inhibitors in reconstituted yeast, primary screen, luminescence, uHTS; Yeast reconstituted NLRP3/ASC/caspase-1, beta-gal luminescence, 24 h; AID 2825, 2010; 330,000 compounds, 0.39% hits; inhibition, % at 10 µM;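 active means inhibition of 50% or more; inactive means inhibition below 50%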;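 further: plate controls were induced DMSO wells for no effect and uninduced yeast grown without galactose for full effect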
hIAP activ: human IAP activators, primary screen, biochemical, luminescence, uHTS. purified human IAP, CDP-Star luminescence, 30 min; stronger effect = higher value; 1 = vehicle-only enzyme, 0 = enzyme-free background. 330,000 compounds, 0.16% hits. Intestinal-type alkaline phosphatase (Homo sapiens), P09923. activation factor at 10 µM;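 active means activation factor of the enzyme at least 2-fold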; further: the source names both 10 and 20 µM as test concentration; values of inactives mirror those of a sister screen read the other way
Starred values were filed as active, the others as inactive. The list is partial; count on the stated rates, not on these rows.

| smiles | NALP3 yeast inh | SENP1 FRET inh | hIAP activ | mIAP activ | MIN6 prolif | mIAP inh | hIAP inh | APOBEC3G inh | APOBEC3A inh |
| --- | --- | --- | --- | --- | --- | --- | --- | --- | --- |
| c1ccc(N2CCN(Cc3ccc4c(c3)OCO4)CC2)nc1 | 8.1 | -0.3 | 1.09 | 1.09 | -0.6 | -9.4 | -9.4 | -11.3 | -4.3 |
| Cc1cccc(C(=O)N2CCCCCC2)c1 | 20.2 | 1.2 | 0.989 | 0.998 | -0.9 | 0.2 | 1.1 | -7.7 | -5.0 |
| Cc1cc(C(=O)NC2CC(C)(C)Cc3c2cnn3-c2ccccc2C)c(C)o1 (configuration not stated) | 19.2 | -5.9 | 1.06 | 1.16 | -3.6 | -15.7 | -5.7 | -9.0 | -3.8 |
| CC(C)c1ccc(NC(=O)[C@@H]2CCC(=O)N2C2OC(=O)c3ccccc32)cc1 (some centres not stated) | 14.2 | -15.2 | 0.972 | 0.848 | -2.9 | 15.2 | 2.8 | 1.4 | 0.2 |
| CCOC(=O)C1CCN(C(=O)Cc2ccccc2OC)CC1 | 11.6 | 0.9 | 1.07 | 0.973 | 1.0 | 2.7 | -7.0 | -4.7 | 0.5 |
| CN(C)N1C(N)=C(C#N)C(c2cccc3ccccc23)C2=C1CC(c1ccccc1)CC2=O (configuration not stated) | 15.8 | -4.0 | 0.944 | 0.842 | -2.7 | 15.8 | 5.6 | -9.7 | -4.0 |
| O=C(ON=C1CCN(c2ccc([N+](=O)[O-])cc2)CC1)c1ccccc1 | 13.8 | -7.0 | 0.964 | 0.897 | 0.6 | 10.3 | 3.6 | -4.9 | -5.4 |
| OCC[C@H]1C[C@@H](O)[C@H](O)[C@]2(CCCCO2)O1 | 9.9 | 0.8 | 1.01 | 0.956 | -4.2 | 4.4 | -0.9 | 1.6 | 2.1 |
| COc1cccc(OCCOc2cccc(/C=N/n3cnnc3)c2)c1 | 8.7 | 1.7 | 0.854 | 0.988 | -0.7 | 1.2 | 14.6 | -6.8 | -3.4 |
| CCOC(=O)c1cc(C(=O)n2cc(Cl)cn2)nn1C | 2.9 | 1.2 | 1.01 | 0.973 | 0.0 | 2.7 | -1.1 | -3.1 | 0.4 |
| Cc1cc(CSc2ccccc2)ccc1NC(=O)c1ccc(Br)cc1 | 11.6 | -0.6 | 1.07 | 0.941 | -3.2 | 5.9 | -6.8 | -6.0 | -4.3 |
| O=C(COc1ccc2ccccc2c1)Nc1nc2ccccc2[nH]1 | 9.1 | 2.5 | 1.25 | 0.927 | 0.9 | 7.3 | -25.3 | -0.8 | 6.0 |
| Cc1nnc(SCC(=O)Nc2ccc(Br)cc2)n(N)c1=O | 10.0 | 0.9 | 1.37 | 0.952 | 3.2 | 4.8 | -36.8 | -6.7 | -1.9 |
| O=C(NN=C(Cc1ccccc1)Cc1ccccc1)c1ccccc1F | -7.6 | -0.8 | 1.24 | 1.16 | -3.4 | -15.5 | -24.2 | 5.1 | 0.9 |
| COc1ccc(-n2nc(C(=O)NCC(=O)O)c3ccccc3c2=O)cc1 | 13.1 | 1.2 | 1.12 | 0.918 | 0.9 | 8.2 | -11.9 | -9.1 | -1.4 |
| CCCOc1cccc(-c2cc(C(=O)N/N=C/c3ccccn3)c3ccccc3n2)c1 | 14.6 | 1.4 | 1.35 | 0.977 | -6.9 | 2.3 | -35.1 | -1.6 | -0.4 |
| Cc1oc(/C=N/NC(=O)CN(c2ccccc2Cl)S(C)(=O)=O)cc1Br | 15.9 | 2.0 | 1.15 | 0.942 | 0.0 | 5.8 | -15.2 | 0.0 | 1.0 |
| Nc1ccc(-c2ccc(N)cc2C(F)(F)F)c(C(F)(F)F)c1 | 12.7 | 2.8 | 0.982 | 1.11 | -1.0 | -10.9 | 1.8 | -2.5 | -1.6 |
| CC(C)OC(=O)c1nnn(-c2nonc2N)c1CN1CCCCCC1 | 17.0 | -6.5 | 0.936 | 0.845 | 2.8 | 15.5 | 6.4 | -6.5 | -2.6 |
| O=C(CN1C2=NCCCN2c2ccccc21)c1cccs1 | 4.0 | 2.3 | 1.14 | 1.05 | 2.3 | -5.3 | -14.4 | -2.6 | -0.5 |
| COc1cccc2cc(C(=O)N3CCN(C(=O)c4ccccc4)CC3)c(=O)oc12 | -9.4 | -1.1 | 1.11 | 1.04 | 0.9 | -4.4 | -11.3 | -5.4 | -1.2 |
| COc1ccc(-c2nc3c4ccccc4ccn3c2CN2CCCCC2)cc1OC | 4.7 | 1.0 | 1.2 | 1.09 | -2.1 | -8.8 | -20.3 | -5.9 | -1.4 |
| C=CCn1c(SCC(=O)Nc2ccc(Cl)cn2)nnc1C1CC1 | 5.8 | 1.2 | 1.03 | 0.944 | -1.5 | 5.6 | -3.5 | 8.1 | -1.2 |
| COc1ccccc1N(C(=O)Cn1nnc2ccccc21)C(C(=O)NCc1ccco1)c1ccc(C)o1 (configuration not stated) | 3.0 | 0.6 | 1.07 | 1.07 | -0.2 | -7.3 | -7.3 | -13.1 | -4.7 |
| CO/N=C/c1ccc(N2CCN(C(=O)c3cccc(Cl)c3)CC2)c([N+](=O)[O-])c1 | 31.8 | 2.0 | 0.956 | 0.777 | -4.0 | 22.3 | 4.4 | -4.4 | -1.8 |
| NCCCC[C@H]1CNC(=S)N1CC1(c2ccccc2)CC1 | 19.5 | 0.4 | 1.06 | 1.05 | 2.0 | -5.0 | -6.5 | -9.0 | -0.1 |
| CC1(C)CC(NC(=O)Cc2ccc(Cl)cc2)CC(C)(C)N1 | 9.1 | 3.8 | 1.06 | 0.987 | -2.4 | 1.3 | -5.6 | -3.2 | -4.7 |
| Cc1cc(C(=O)NC2CCCc3ccccc32)no1 (configuration not stated) | 20.9 | 2.1 | 0.912 | 0.977 | -3.3 | 2.3 | 8.8 | 0.8 | 1.7 |
| COc1ccc(NC(=O)C2(c3ccccc3)CCCC2)cc1 | 7.9 | 3.7 | 0.984 | 0.976 | -0.2 | 2.4 | 1.6 | -7.5 | -0.5 |
| Cc1ccc(S(=O)(=O)c2nc(N3CCOCC3)sc2Cl)cc1 | 20.9 | 0.8 | 0.779 | 0.958 | 1.8 | 4.2 | 22.1 | -4.1 | -5.2 |
| Cc1nnc(NC(=O)C2CCCN2S(=O)(=O)c2ccc(Cl)cc2)s1 (configuration not stated) | -0.5 | 1.0 | 0.774 | 1.01 | -1.1 | -1.2 | 22.6 | -5.4 | 2.3 |
| Cc1cccc(C(=O)Nc2ccc(C(=O)N/N=C/c3ccco3)cc2)c1 | 1.7 | -2.6 | 0.906 | 0.956 | -3.2 | 4.4 | 9.4 | 7.5 | 27.1 |
| COC(=O)c1ccc(/C=C2\N=C(SC)SC2=O)cc1 | 10.3 | -4.7 | 1.19 | 0.954 | 0.0 | 4.6 | -18.8 | -5.0 | 8.4 |
| Cc1ccc(NC(=O)CSc2ccccc2NC(=O)c2ccccc2Cl)cc1Cl | 18.9 | 2.6 | 1.15 | 1.41 | 0.0 | -41.3 | -15.2 | -5.5 | -3.9 |
| CNc1oc(-c2ccc(F)cc2)nc1S(=O)(=O)c1ccccc1 | 13.5 | -0.2 | 0.964 | 0.963 | 1.7 | 3.7 | 3.6 | -7.5 | -3.3 |
| COc1ccc(CC(=O)N/N=C/c2cc([N+](=O)[O-])cc(Br)c2O)cc1 | 42.7 | -12.9 | 1.39 | 0.795 | 0.4 | 20.5 | -38.9 | -4.6 | -1.6 |
| CC(C)n1cc(/C=N/NC(=O)COc2cccc3cccnc23)c2ccccc21 | -13.8 | 0.6 | 1.06 | 1.06 | 1.6 | -5.8 | -5.9 | -4.9 | -2.3 |
| COCCNC(=O)c1ccc(CS(=O)(=O)c2cccc(C(F)(F)F)c2)o1 | -5.3 | -1.6 | 1.04 | 0.944 | -2.3 | 5.6 | -4.2 | 0.5 | 1.7 |
| Cc1ccc(OCC(=O)Nc2ccc(N3CCN(C(=O)c4ccco4)CC3)cc2)cc1 | 24.4 | 0.3 | 0.968 | 1.07 | -1.6 | -7.4 | 3.2 | -6.0 | -2.5 |
| COc1cc2cc(CN(CCCN3CCOCC3)C(=O)Nc3ccccc3F)c(=O)[nH]c2cc1OC | 11.4 | -4.7 | 1.1 | 0.968 | -1.0 | 3.2 | -10.1 | -5.9 | -0.2 |
| Cc1ccc(C(=O)OCC(=O)NCC(F)(F)F)cc1C | 25.7 | 0.8 | 0.959 | 0.975 | -0.7 | 2.5 | 4.1 | -3.3 | -3.8 |
| Cc1cc(C(=O)NNC(=O)c2c(-c3c(Cl)cccc3Cl)noc2C)no1 | -3.2 | -0.8 | 0.959 | 0.835 | -0.9 | 16.5 | 4.1 | -6.6 | -3.6 |
| Cc1cc(C)c(C(=O)Cn2nc(C)c([N+](=O)[O-])c2C)cc1C | 21.5 | 2.0 | 0.922 | 0.976 | 0.2 | 2.4 | 7.8 | 0.6 | 6.8 |
| COC(=O)Nc1ccc(S(=O)(=O)N2CCCCC2)cc1 | -7.9 | -0.4 | 1.05 | 0.93 | 3.6 | 7.0 | -5.2 | 9.1 | -1.0 |
| CC(c1ccncc1)C(C)c1ccncc1 (configuration not stated) | 14.8 | 2.9 | 1.05 | 1.01 | -1.1 | -0.9 | -5.1 | -3.3 | -1.1 |
| O=C(C/C=N/OCc1ccc(Cl)cc1Cl)c1ccc(Cl)cc1 | -1.9 | -0.6 | 0.988 | 0.727 | -3.8 | 27.3 | 1.2 | -4.6 | -1.9 |

Record cards, from the list above. Screens in order: NALP3 yeast inh | SENP1 FRET inh | hIAP activ | mIAP activ | MIN6 prolif | mIAP inh | hIAP inh | APOBEC3G inh | APOBEC3A inh
COC(=O)Nc1ccc(S(=O)(=O)N2CCCCC2)cc1 is listed as -7.9 | -0.4 | 1.05 | 0.93 | 3.6 | 7.0 | -5.2 | 9.1 | -1.0
CC(C)n1cc(/C=N/NC(=O)COc2cccc3cccnc23)c2ccccc21 is listed as -13.8 | 0.6 | 1.06 | 1.06 | 1.6 | -5.8 | -5.9 | -4.9 | -2.3
COc1ccc(NC(=O)C2(c3ccccc3)CCCC2)cc1 is listed as 7.9 | 3.7 | 0.984 | 0.976 | -0.2 | 2.4 | 1.6 | -7.5 | -0.5
